Source: PubChem (National Center for Advancing Translational Sciences (NCATS))
mIDH1 inhibitor – inhibitors of human mutant IDH1 R132H | O75874 | IDH1-R132H enzyme, NADPH consumption, diaphorase/resazurin fluorescence | Potency, µM (highest dose often 76.6 µM), for the others: at the top dose activity change, negative = inhibition, usual class: inhibitors | 390,000 compounds, 0.093% hits | AID 602179; also: potency is read from the fitted curve at half-maximal effect; % is scaled to controls: 0 for no effect and ±100 for the full control effect; nearly all actives have a fitted effect of over 65% in size
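IDH1-R132H (0.5 ug/mL dispensed) in pH 7.5 Tris buffer was preincubated 30 min with compound, then given a substrate mix of 0.016 mM NADPH and 2 mM alpha-KG for 80 min at room temperature; remaining NADPH was read by diaphorase/resazurin fluorescence.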
D2 antag – antagonists of human D2 dopamine receptor | HEK293 TREx D2 cells, calcium flux, dopamine EC80 | inhibition, % at 10 µM | 340,000 compounds, 2% hits; in the data active = inhibition above about 30%; also: 0% is about no effect
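Overnight-induced (tetracycline, 30 C) HEK293 T-REx cells carrying force-coupled D2 receive a no-wash calcium dye, then compound, then EC80 dopamine at 180 s; signals are read kinetically throughout.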
TRHR ag – TRH receptor (human) agonism | TRHR cells, calcium flux fluo-8, FDSS agonist mode | activation, % at 2 µM | 360,000 compounds, 0.18% hits; in the data active = activation above about 30%; also: 0% is about no effect
Target sequence (P34981 whole entry, looked up): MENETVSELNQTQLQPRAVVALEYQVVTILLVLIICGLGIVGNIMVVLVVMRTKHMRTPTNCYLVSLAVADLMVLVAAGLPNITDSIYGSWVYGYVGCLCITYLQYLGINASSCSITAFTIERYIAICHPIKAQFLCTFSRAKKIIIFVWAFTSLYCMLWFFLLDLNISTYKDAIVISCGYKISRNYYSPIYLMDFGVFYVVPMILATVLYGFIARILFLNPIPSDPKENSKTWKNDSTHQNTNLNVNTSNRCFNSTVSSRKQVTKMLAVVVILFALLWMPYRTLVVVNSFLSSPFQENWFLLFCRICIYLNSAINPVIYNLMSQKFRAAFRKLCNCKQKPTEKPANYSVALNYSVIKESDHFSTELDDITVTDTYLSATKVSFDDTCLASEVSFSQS
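Agonist-mode FDSS calcium read (Ex 480/Em 530, 1 s cycles) in 1536-well TRHR cells with fluo-8 dye, after 10-cycle baseline and 23 nL compound addition; TRH at EC20 (10 nM final) added afterwards for the enhancer phase.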
D2 agonist – agonists of human D2 dopamine receptor. HEK293 T-REx D2 cells, calcium flux agonist mode. activation, % at 2 µM. 340,000 compounds, 0.53% hits. AID 485358;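 active = activation over 3 SD above normal in the single-dose calcium agonist read, cut at about 30% in these data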; also: 0% is about no effect
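Agonism is scored from calcium flux in a force-coupled, inducible HEK293 cell line expressing D2, read kinetically for 180 s after compound addition against dopamine controls.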
USP1-UAF1 inh – inhibitors of human USP1/UAF1 deubiquitinase; 390,000 compounds, 0.23% hits; O94782; AID 743255; recombinant USP1/UAF1, Ub-Rhodamine cleavage fluorescence; Potency, µM (highest dose often 57.1 µM), without a hit: at the top dose activity change, negative = inhibition, most hits filed as inhibitors; also: potency is read from the fitted curve at half-maximal effect; % is scaled to controls: 0 for no effect and ±100 for the full control effect; nearly all actives have a fitted effect of over 60% in size; inactives centre near -12
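1 nM enzyme complex + cpd, 15 min RT; start with Ub-Rho 150nM final; kinetic fluorescence ex 480/em 540, 6 reads q60 s. Buffer 50mM HEPES pH 7.8, 0.5mM EDTA, 0.1 mg/ml BSA, 1mM TCEP, 0.01% Tween-20.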
TrxR1 substrate – is turned over as a substrate by rat TrxR1; O89049; purified TrxR1 substrate turnover, NADPH consumption readout; Potency, µM (titrated, usually from 114 µM), for the others: at the highest dose activity change, negative = substrate turnover; 390,000 compounds, 0.01% hits; also: potency is read from the fitted curve at half-maximal effect; % is scaled to controls: 0 for no effect and ±100 for the full control effect; nearly all actives have a fitted effect of over 50% in size
Target sequence (O89049 whole entry, looked up): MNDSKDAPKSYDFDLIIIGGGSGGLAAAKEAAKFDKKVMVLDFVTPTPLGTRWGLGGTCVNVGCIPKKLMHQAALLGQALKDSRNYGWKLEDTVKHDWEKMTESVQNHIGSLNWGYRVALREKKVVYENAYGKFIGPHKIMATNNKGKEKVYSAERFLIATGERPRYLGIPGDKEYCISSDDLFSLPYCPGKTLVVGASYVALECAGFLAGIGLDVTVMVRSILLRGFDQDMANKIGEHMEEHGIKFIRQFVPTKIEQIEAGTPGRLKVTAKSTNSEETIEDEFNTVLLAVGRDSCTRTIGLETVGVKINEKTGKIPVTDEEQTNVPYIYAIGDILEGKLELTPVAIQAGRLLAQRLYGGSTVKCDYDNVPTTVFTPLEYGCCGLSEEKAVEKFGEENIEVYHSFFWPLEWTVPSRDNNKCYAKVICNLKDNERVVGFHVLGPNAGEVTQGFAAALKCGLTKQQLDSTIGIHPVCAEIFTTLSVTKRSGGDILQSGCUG
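Rat TrxR1, dispensed at 90 nM, was prereduced with 400 uM NADPH (final) for 5 min at ~22 deg C, then incubated with compound 15 min before 400 uM selenite. A first-read NADPH fluorescence drop versus no-compound background flagged substrates.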
Pin1 inh – blocks the human prolyl isomerase Pin1; 390,000 compounds, 0.009% hits; Potency, µM (series often up to 115 µM), inactives show top-dose activity, negative = inhibition, usual class: inhibitors; AID 504891; Q13526; Pin1 FP peptide displacement, HiFluor488, 10 min; active = well fitted inhibition curve with a large enough effect in the polarisation, with a control signal flat, not every such curve was filed as active; inconclusive = small, poorly fitted or top-dose-only effect, or effect the other way, or a change in a side signal; inactive = no such curve, though single readings can be large or run the other way; the % refers to the polarisation; also: potency is read from the fitted curve at half-maximal effect; % is scaled to controls: 0 for no effect and ±100 for the full control effect
Target sequence (Q13526 whole entry, looked up): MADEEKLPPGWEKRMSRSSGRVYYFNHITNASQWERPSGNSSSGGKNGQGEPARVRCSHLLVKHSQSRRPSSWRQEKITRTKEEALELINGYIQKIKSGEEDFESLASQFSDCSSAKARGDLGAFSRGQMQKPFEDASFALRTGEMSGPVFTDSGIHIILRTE
TRHR enhancer – allosterically enhances the human TRH receptor; 360,000 compounds, 0.66% hits; AID 493056; enhancement, % at 2 µM; TRHR cells, fluo-8 calcium fluorescence, EC20 TRH enhancement; P34981; in the data active = enhancement above about 30%; also: 0% is about no effect
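TRHR-expressing cells loaded with fluo-8 calcium dye were read kinetically (ex 480/em 530) during compound addition, then stimulated with an EC20 of TRH (10 nM final). Enhancement of the Gq-mediated intracellular calcium response was scored.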
TrxR1 inh – inhibitors of rat thioredoxin reductase 1; recombinant rTrxR1, NADPH fluorescence consumption, selenite substrate; Potency, µM (doses to about 114 µM), for inactives: at the highest dose activity change, negative = inhibition, most hits filed as inhibitors; AID 588453; 390,000 compounds, 1% hits; also: potency is read from the fitted curve at half-maximal effect; % is scaled to controls: 0 for no effect and ±100 for the full control effect; nearly all actives have a fitted effect of over 65% in size
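Rat TrxR1 (90 nM in the dispensed reagent) was pre-reduced with 400 uM NADPH for 5 min at room temperature, then incubated with compound for 15 min. After 400 uM selenite was added, NADPH fluorescence (Ex 340/Em 450 nm) was followed for 8 min.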
* = called active by the depositor; ? = inconclusive; . = no result given; & = joins results of further samples; ! = repeats disagree; [ ] = another dose, or the depositor's remark. Unless noted, calls follow the shape of the dose curve; as a rule, active = well fitted inhibition curve with a large enough effect; inconclusive = small, poorly fitted or top-dose-only effect; inactive = no such curve, though single readings can be large or run the other way.

SMILES	mIDH1 inhibitor	D2 antag	TRHR ag	D2 agonist	USP1-UAF1 inh	TrxR1 substrate	Pin1 inh	TRHR enhancer	TrxR1 inh
CC(=O)Nc1cc(C(=O)N2CCCC2)ccc1Sc1ccc(C)cc1	7%	15	0.1	-1.7	-7%	3%[57.1 µM]	-11%	-6	19%[57.1 µM]
CCOC(=O)CSc1nnnn1-c1cccc2ccccc12	0%	.	-0.4	.	-15%	-11%	-3%	-1	-7%
CCc1ccc(C(=O)COc2ccc(NC(C)=O)cc2)cc1	7%	4	-0.6	0.3	-19%	2%	0%	6	3%
COc1ccc(CCn2c(=N)c(C(=O)NCC3CCCO3)cc3c(=O)n4ccccc4nc32)cc1OC (configuration not stated)	2%	-2	0.5	0.5	?	2%	?	-5	14%
CC(NC(=O)c1ccc(F)cc1)C(c1cccs1)N1CCN(C)CC1 (configuration not stated)	5%	0	0.2	1.3	-9%	9%	2%	10	19%
CC(OC(=O)c1ccccc1NCCO)C(=O)Nc1ccc(S(=O)(=O)N2CCOCC2)cc1 (configuration not stated)	11%	9	-0.1	0.2	-13%	107%[activator]	0%	-2	-1%
Cc1cccc(C)c1OCCCN1CCOCC1	3%	2	0.2	-0.8	-2%	3%[57.1 µM]	-14%	-3	-9%[57.1 µM]
CC(C)(C)C(=O)NNC(=O)c1cc2sccc2s1	3%	.	-0.6	-0.3	-14%	8%	4%	0	16%
CCc1cc(/C(Cc2cscn2)=N\O)c(O)cc1O	11%	9	1.4	-1.9	-19%	146%[activator]	0%	30*	-1%
NNC(=O)/C(=C/c1cccs1)NC(=O)c1ccccc1Cl	-6%	12	0.1	-0.7	-4%	-8%	-2%	-7	7%[57.1 µM]
CC1(C)CN(c2ccc(N3CC(C)(C)C3=O)cc2)C1=O	7%	-3	0.5	0.4	-1%	14%[57.1 µM]	-5%	-5	29%[57.1 µM]
Cc1ccc(N=C2NC(=O)/C(=C/c3cccs3)S2)cc1C	4%	-12	3.5	2.0	-18%	-4%	?	-4	-1%
N#C/C(=C\c1ccc(-c2ccccc2)cc1)c1nc(-c2ccco2)cs1	-3%	1	0.2	0.0	-22%	-5%	17%	-1	1%
Cc1ccc(NC(=O)Cn2cc3c(n2)CCCC3)cc1Cl	6%	.	-0.6	0.3	-6%	-4%	1%	3	1%
COCCOC(=O)C1=C(C)NC2=C(C(=O)CC(C)(C)C2)C1c1cc2c(cc1Br)OCO2 (configuration not stated)	16%	4	-0.4	-0.5	-7%	14%	-2%	-4	11%
O=C(NCCn1cccn1)C1CCC(=O)N(CC2CCCCC2)C1 (configuration not stated)	0%	0	0.7	0.1	-19%	-4%	-1%	4	5%
COc1ccc(S(=O)(=O)N2Cc3ccccc3CC2C(=O)Nc2ccc(C)cc2C)cc1OC (configuration not stated)	-2%	.	0.3	0.3	-5%	-6%	17%	5	21%
COc1cc(C(=O)NC(CCSC)C(=O)OCc2cc([N+](=O)[O-])cc3c2OCOC3)cc(OC)c1OC (configuration not stated)	3%	-3	-0.6	-0.6	-25%	-4%	4%	-1	3%
O=c1cc(CN2CCN(C/C=C/c3ccccc3)CC2)c2cc(O)c(-c3ccccc3)cc2o1	3%	13	0.5	5.6	-22%	5%	-9%	0	?
Cc1ccc(C)c(NC(=O)Cn2ncc3c([nH]c4ccccc43)c2=O)c1	0%	.	0.4	1.1	?	-4%	2%	-10	16%
Cc1cc([N+](=O)[O-])ccc1NCc1ccc2ccccc2c1	-4%	13	0.6	0.4	-5%	0%	3%	-14	16%
COc1cc(/C=N/NC(N)=S)ccc1OCC(=O)Nc1ccc(C)cc1	10%	9	-0.1	-1.5	2%	2%	-1%	-2	2%
CC(C)c1ccc(NC(=O)C2C3C=CC4(CN(Cc5cccnc5)C(=O)C24)O3)cc1 (configuration not stated)	-5%	0	0.2	1.9	-5%	-3%	-4%	3	14%
CN1CCN(C(=O)c2cc(=O)c3cc(Cl)cc(Cl)c3o2)CC1	-11%	-18	-0.9	0.4	-23%	3%	-2%	-4	17%
Clc1ccc(-c2nnc(C34CC5CC(CC(C5)C3)C4)o2)cn1	-1%	-5	-0.4	-0.6	-16%	-2%[57.1 µM]	-4%	-13	16%[57.1 µM]
CCNC(=O)CCn1nc(-c2ccc(Cl)cc2)c2ccccc2c1=O	6%	27	0.8	-0.2	-1%	1%	-1%	5	2%
COc1ccc(-n2cc(-c3ccc4c(c3)OCO4)n(CC(=O)Nc3cccc(C)c3C)c2=O)c(OC)c1	-16%	.	-0.9	0.6	-10%	-1%	32%[activator]	-8	9%
CC(Cc1cccs1)NC(=O)Nc1ccc(Cl)cc1 (configuration not stated)	11%	-10	0.4	1.4	-18%	-9%	2%	-2	-6%
COc1cc(C)c2occ(/C(C)=N\O)c2c1	0%	-6	-0.2	0.2	-5%	-16%	-1%	-2	-16%
CC1CCN(C(=O)c2ccc(NC(=O)c3cccs3)cc2)CC1	6%	0	0.2	0.1	-20%	6%	-2%	-2	22%
NC(=S)c1c(Cl)cc(C(F)(F)F)cc1Cl	21%	10	-0.9	0.1	-11%	-6%[57.1 µM]	-2%	1	-10%[57.1 µM]
CCc1ccc(C2CC(=O)Nc3cc4c(cc32)OCO4)cc1 (configuration not stated)	2%	.	3.1	1.8	-16%	-1%	-1%	0	11%
CCOc1ccc(NC(=O)Cn2c(=O)n(CC(=O)NCCc3ccccc3)c(=O)c3sccc32)cc1	-9%	.	3.0	1.6	11%	-2%	12%	5	10%
COCCCNS(=O)(=O)c1ccc(OC)c(Cl)c1Cl	10%	-8	0.0	0.1	1%	16%[57.1 µM]	2%	9	37%[activator][57.1 µM]
COCCN=C1N[C@@H](c2ccc(Br)cc2)C(C(=O)OC)=C(C)N1Cc1ccccc1	-3%	1	0.3&3.7	1.2	-13%	3%[57.1 µM]	0%	20&-6	5%[57.1 µM]
COc1ccc(/C=C(/NC(=O)c2ccccc2)C(=O)N2CCC(C)CC2)cc1	-1%	3	0.1	-0.1	-18%	-3%	-8%	-2	4%
CCC/C=C(\CCC)C(NS(=O)(=O)c1ccc(C(F)(F)F)cc1)c1ccccc1 (configuration not stated)	.	0	3.2	1.9	.	.	.	-2	.
Cc1cc(C)cc(NC(=O)c2ccc(NC3=NC4CS(=O)(=O)CC4S3)cc2)c1 (configuration not stated)	-10%	-21	0.6	-0.3	6%	-7%	19%	1	0%[57.1 µM]
CCOc1ccc(CCNC(=O)CS(=O)(=O)Cc2nc(-c3ccc(OC)cc3)oc2C)cc1	-9%&-8%	4	-0.3&-0.1	-0.3&0.8	-10%&-1%	13%&13%	13%&14%	40*!	23%&24%
COc1ccc(-c2noc(CNC(=O)c3ccco3)n2)cc1	5%	.	-0.2	0.6	-3%	-3%	1%	-10	13%
CC(C)CNC(=O)N1[C@H](c2cccs2)[C@@H](C)C(=O)[C@@H](C)[C@@H]1c1cccs1	6%	.	0.1	0.1	-1%	18%	-5%	3	18%
CC1=CC(C)(C)Nc2ccc(OC(=O)c3cccnc3)cc21	10%	-11	0.2	-1.6	-18%	-8%	-10%	3	-18%
Cc1[nH]c2ccc(C(=O)N3CCN(C)CC3)cc2c1C	3%	14	-0.1	-0.6	-22%	-9%	-9%	14	15%
CC(=O)c1ccc(C(=O)N2CCCC(C(=O)c3cc(F)ccc3F)C2)s1 (configuration not stated)	-2%	7	-0.7	0.6	-6%	2%	-7%	-7	12%
CCOC(=O)c1ccccc1NC(=O)NC(C)c1c(-n2cccc2)sc(C)c1C (configuration not stated)	.	.	1.1	1.9	-23%	4%	?	-15	-1%
CCCN(C(=O)C1=COCCO1)c1c(N)n(Cc2ccccc2)c(=O)[nH]c1=O	-8%	6	0.1	0.5	-4%	4%[57.1 µM]	1%	-2	14%[57.1 µM]
CCNC(=S)N1CCN(S(=O)(=O)c2cccc(C(F)(F)F)c2)CC1	9%	2	0.7	1.7	-11%	0%	-5%	1	2%
COc1cccc(-c2cn(C[C@H]3CC[C@@H]([C@@H]4CC[C@H](Cn5cc(-c6cccc(OC)c6)nn5)O4)O3)nn2)c1	4%	-3	-0.7	-0.4	-16%	-2%	-6%	-3	12%
Cc1ccc(-c2nc3cccnc3s2)cc1NS(C)(=O)=O	2%	8	-0.3	0.3	2%	7%[57.1 µM]	1%	8	14%[57.1 µM]
Cc1sc2nc(CN3CCCC3)nc(Cl)c2c1C	-8%	-7	0.1	-0.4	-3%	13%[57.1 µM]	-1%	3	?
CCOC(=O)C1CCN(C(=O)Nc2c(-c3ccccc3)noc2C)CC1	2%	2	0.7	-1.7	7%	-19%[57.1 µM]	1%	0	11%[57.1 µM]
Cn1c(SCC(=O)c2ccc(F)cc2)nnc1-c1cnccn1	1%	.	-0.3	.	-26%	6%	-4%	-7	11%
CC(C)Cn1c(N)c(C(=O)COC(=O)Cc2cccc(C(F)(F)F)c2)c(=O)n(C)c1=O	13%	4	-0.6	2.7	-20%	-5%	17%	2	17%
O=C1NC(=O)C2(CCC(C3CCCCC3)CC2)N1 (configuration not stated)	4%	.	.	.	-7%	7%[57.1 µM]	-19%	.	14%[57.1 µM]

Part of the list above in order of molecular weight, low to high:
SMILES	mIDH1 inhibitor	D2 antag	TRHR ag	D2 agonist	USP1-UAF1 inh	TrxR1 substrate	Pin1 inh	TRHR enhancer	TrxR1 inh
CC1=CC(C)(C)Nc2ccc(OC(=O)c3cccnc3)cc21	10%	-11	0.2	-1.6	-18%	-8%	-10%	3	-18%
COc1cc(/C=N/NC(N)=S)ccc1OCC(=O)Nc1ccc(C)cc1	10%	9	-0.1	-1.5	2%	2%	-1%	-2	2%
COc1ccc(CCn2c(=N)c(C(=O)NCC3CCCO3)cc3c(=O)n4ccccc4nc32)cc1OC (configuration not stated)	2%	-2	0.5	0.5	?	2%	?	-5	14%

These rows are one share of the data; the hit share may differ from the screen's.
